Screening data as filed in PubChem.
NS3 helicase inh: HCV NS3 helicase inhibition. NS3 helicase DNA unwinding, Cy5 molecular beacon fluorescence. inhibition, % at 10.9 µM. actives 0.56% (n = 290,000);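 active = inhibition above the mean of all tested compounds plus 3 SD, set per campaign, cut at about 35% in these data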;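 also: 0% = DMSO wells and 100% = thioflavine S control wells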
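Material: hepatitis C virus NS3 helicase domain fragment enzyme; measured by: Cy5 fluorescence, 0 and 60 min reads; control set: DMSO and thioflavine S; incubation: 60 min unwinding reaction at 25 °C after ATP addition; read-out basis: % inhibition from 60/0 min fluorescence ratio, DMSO 0%, thioflavine S 100%; repeats: singlicate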
IDE act: IDE (human) activation, cell-based. AID 493087. actives 0.073% (n = 340,000). activation, % at 5.96 µM. P14735. HEK cells, FAbeta-B cleavage, fluorescence polarization; 0% vehicle, 100% cell-free pure enzyme wells;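 active = activation above the mean of all tested compounds plus 3 SD, set per screening campaign, cut at about 17% in these data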
pCIP destab: lowers stability of the mouse p/CIP coactivator protein | Q05BA5 | F442A p/CIP-EGFP cells, EGFP fluorescence, 16 h | decrease of EGFP signal, % at 10 µM | actives 0.01% (n = 290,000) | AID 1984;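 active = EGFP signal decrease of at least 30% at 10 µM or well 3 SD below plate mean, unless failing retest; inactive = the rest, including hits failing retest or dose response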; also: some compounds called inactive have numbers as strong as hits; many of its hits are not listed in these tables
SUMO HTRF inh: blocks human SUMOylation mediated by UBC9 | P63279 | HTRF SUMOylation assay, SAE1/SAE2 + UBC9, in vitro | inhibition, % at 35 µM | actives 0.36% (n = 290,000); in the data active = inhibition above about 50%, passing the limit was not always enough; also: strong numbers were not always called active
Target sequence (P63279 whole entry, looked up): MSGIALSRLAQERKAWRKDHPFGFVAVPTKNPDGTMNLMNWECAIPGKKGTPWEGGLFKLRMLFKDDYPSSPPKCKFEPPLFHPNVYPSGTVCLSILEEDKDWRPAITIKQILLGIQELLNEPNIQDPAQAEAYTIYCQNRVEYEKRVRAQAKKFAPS
VIM-2 inhibitor: blocks Pseudomonas aeruginosa VIM-2 metallo-beta-lactamase | purified VIM-2, nitrocefin hydrolysis, epi-absorbance fluorescence | inhibition, % at 5.6 µM | actives 0.89% (n = 290,000);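 active = inhibition above the mean of all tested compounds plus 3 SD, cutoff set per screening run, cut at about 7.5% in these data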;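 also: red hydrolysis product quenches plate fluorescence so inhibitors raise well fluorescence; 0% = enzyme with DMSO and 100% = DMSO without enzyme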
DNA FID counter: counter-screen for HCV NS3 helicase inhibitors: DNA intercalator displacement. DNA fluorescent intercalator displacement, fluorescence. inhibition, % at 7.9 µM. AID 1845. actives 0.17% (n = 290,000); in the data active = inhibition above about 37%;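 also: 0% = vehicle and 100% = reference compound; higher means more ethidium bromide displaced from hairpin DNA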
PfM18AAP inh: blocks P. falciparum M18 aspartyl aminopeptidase | actives 1.2% (n = 290,000) | recombinant PfM18AAP, H-Glu-NHMec fluorogenic cleavage | inhibition, % at 7.35 µM | AID 1822;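 active = inhibition above the campaign mean inhibition over all tested compounds plus 3 SD, cut at about 28% in these data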;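 also: 0% = plate median of test compound wells and 100% = 2 mM ZnCl2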
IDE cell inh: inhibits human insulin-degrading enzyme in HEK cells; AID 434962; FAbetaB cleavage, fluorescence polarization; inhibition, % at 5.59 µM; actives 0.41% (n = 320,000);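 active = percent inhibition above the average of all tested compounds plus 3 SD, set per screening campaign, cut at about 16% in these data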;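 also: IDE supplied by intact live HEK cells; FP after avidin binding of uncleaved biotin substrate so inhibition keeps polarization high; 0% = DMSO wells and 100% = 60 µM reference IDE inhibitor Ii1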
IMP-1 inhibitor: blocks Pseudomonas aeruginosa IMP-1 metallo-beta-lactamase | purified IMP-1, nitrocefin hydrolysis, epi-absorbance fluorescence | inhibition, % at 5.6 µM | actives 0.45% (n = 290,000);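 active = inhibition above the mean plus 3 SD of all compounds in the same screening run, cut at about 4.5% in these data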;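 also: 0% = IMP-1 with DMSO and 100% = DMSO wells lacking enzyme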
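System – purified recombinant IMP-1 beta-lactamase · Input – IMP-1 dispensed at 0.2 nM · Timing – 15 min preincubation plus 25 min reaction at 25 °C · Signal – Epi-absorbance fluorescence, 480 nm excitation, 530 nm emission · Measure – percent IMP-1 inhibition derived from blank-referenced optical density · Controls – Enzyme-plus-DMSO low control, enzyme-free DMSO high control · Replication – singlicate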
An asterisk follows results filed as active; x = not tested or not shown.

#	SMILES	IMP-1 inhibitor	SUMO HTRF inh	IDE act	DNA FID counter	pCIP destab	PfM18AAP inh	NS3 helicase inh	IDE cell inh	VIM-2 inhibitor
1	COC(=O)c1ccc(-c2nc(-c3cccs3)no2)cc1	-0.7	-5	-2	0	-7	-2	-5	1	0.6
2	CC(C)N(Cc1nc(-c2ccc(Cl)cc2)no1)C(=O)CCC1CCCC1	-4.0	-35	4	-17	-21	1	-10	4	-1.1
3	CCOc1ccc(-c2nnc3ccc(SC)nn23)cc1	-0.3	2	6	-3	10	-14	-5	2	-1.0
4	CCCCCCCC(=O)N/N=C(\C)c1ccc(O)cc1O	-0.8	7	2	-9	2	13	8	2	0.8
5	CC1=Nn2c(nc3sc4c(c3c2=O)CCCC4)SC1	-2.2	-5	2	-7	-10	5	-2	8	0.2
6	Cc1ccc(NC(=O)N2CCCC2C(=O)NCc2cccs2)cc1 (configuration not stated)	-4.1	3	5	-6	-9	8	16	5	-2.5
7	CCc1nc2oc3cc(OC)ccc3c(=O)c2c(=O)n1-c1ccccc1	0.9	4	4	0	-20	-17	6	6	1.7
8	Cc1ccccc1NC(=O)c1ccc(NC(=O)C2CCCO2)cc1 (configuration not stated)	-4.4	-4	0	-3	-5	-2	7	-8	-2.5

Excerpt, nos. 4–5
#	SMILES	IMP-1 inhibitor	SUMO HTRF inh	IDE act	DNA FID counter	pCIP destab	PfM18AAP inh	NS3 helicase inh	IDE cell inh	VIM-2 inhibitor
4	CCCCCCCC(=O)N/N=C(\C)c1ccc(O)cc1O	-0.8	7	2	-9	2	13	8	2	0.8
5	CC1=Nn2c(nc3sc4c(c3c2=O)CCCC4)SC1	-2.2	-5	2	-7	-10	5	-2	8	0.2

Going on with the list.
#	SMILES	IMP-1 inhibitor	SUMO HTRF inh	IDE act	DNA FID counter	pCIP destab	PfM18AAP inh	NS3 helicase inh	IDE cell inh	VIM-2 inhibitor
9	Cc1cccc(C(=O)c2cn[nH]c2-c2ccccc2O)c1	-1.2	20	4	-6	-1	-4	-10	1	-2.7
10	Cn1cccc1/C=N\NC(=O)Cc1ccc(Br)c2ccccc12	-2.7	-6	3	-6	-6	1	5	-3	-3.2
11	O=C(NCc1ccco1)c1sc(=S)n2c1[nH]c(=O)c1ccccc12	-0.9	17	4	-4	-15	8	19	-1	3.5
12	O=C(c1cccc2ccccc12)N1CCCCC1	-2.0	11	6	-6	-11	-19	-3	-2	-0.4
13	c1ccc(C(c2ccccc2)c2noc(CN3CCN(C4CCCC4)CC3)n2)cc1	-2.5	10	6	11	-12	-14	-18	2	-1.8
14	O=C(Cn1c(=O)sc2ccccc21)NCc1ccccn1	-4.7	0	2	-7	-2	0	7	3	-1.9
15	CCOC(=O)c1cnn(-c2nc(-c3ccccc3)cs2)c1C(F)(F)F	-2.4	1	3	-1	-2	-11	0	7	-5.8
16	CCOC(=O)c1[nH]c2cc3c(cc2c1NC(=O)CN1CCN(CCO)CC1)OCO3	-1.8	28	-4	0	1	3	-1	-4	-3.1
17	O=C1c2ccccc2C(=O)C1c1ccccn1	-0.1	12	3	-8	5	-3	-6	4	-1.1
18	CCn1c(=S)sc2c(=O)n(-c3ccccc3)c(SCC(=O)NCc3ccco3)nc21	-0.6	15	4	2	-4	-4	1	2	-0.1
19	CN1CC(C(=O)O)Cc2c1ccc1ccccc21 (configuration not stated)	-3.3	27	4	3	-14	6	3	-2	-1.2
20	CCc1noc(C)c1C(=O)Nc1cccc2ncccc12	-1.7	6	7	0	-12	0	3	0	-3.2
21	Nn1c(SCC(=O)NCCC2=CCCCC2)nnc1C(F)(F)F	-4.5	-4	-1	-2	1	8	-1	-5	-0.5
22	O=C(CCn1c(=O)[nH]c2ccccc2c1=O)N1CC=C(c2ccccc2)CC1	0.9	-6	-1	-21	5	-12	-1	10	2.3
23	CCC(Sc1ccc2nnc(-c3ccc(F)cc3)n2n1)C(=O)O (configuration not stated)	-0.7	45	-2	-5	-8	-1	-10	-6	1.5
24	COCCNC(=S)N/N=C/c1ccc(N2CCOCC2)cc1	-2.9	27	-1	-6	1	16	9	4	-4.0
25	CCS(=O)(=O)c1nnnn1-c1ccccc1S(C)(=O)=O	-1.1	14	5	2	-17	-4	2	4	-0.1
26	CCCCS(=O)(=O)N1CCCC(C(=O)NCC2CCCO2)C1 (configuration not stated)	-3.4	10	1	-4	-18	-3	1	1	-2.5
27	O=C(c1ccc([N+](=O)[O-])cc1)N1CCN(Cc2ccccc2[N+](=O)[O-])CC1	-2.4	9	3	-7	7	6	-18	2	-0.7
28	O=C(CCCCn1c(=O)[nH]c2ccsc2c1=O)NCc1cccnc1	-2.1	-8	-4	-3	3	-5	9	4	-0.2
29	O=C(CCNS(=O)(=O)c1cccc2nonc12)NC1CCCc2ccccc21 (configuration not stated)	-2.9	13	3	-2	0	1	5	1	-1.4
30	CCC1=C(OC(=O)N(CC)CC)N2C(=O)OC(=NCC(=O)OC)[C@]2(Cc2ccccc2)[C@H]2C1=CC[C@H]1C(=O)N(c3ccccc3)C(=O)[C@H]12	x	6	1	x	37	x	x	-5	x
31	CC1CCN(CCCCOc2ccccc2Br)CC1	-1.5	-3	4	3	0	5	-26	-9	-3.9
32	Cc1cc(=O)n2nc(N3CCCC(C(=O)NCc4cccc(Cl)c4)C3)sc2n1 (configuration not stated)	-2.1	-1	9	-26	5	1	-5	4	-5.2
33	CCCCn1c(NCc2cccs2)nc2ccccc21	-3.1	0	-3	13	7	8	-4	6	-4.6
34	O=C(c1ccc(COc2c(F)c(F)cc(F)c2F)o1)N1CCN(c2ccc(Cl)cc2)CC1	-1.2	11	-1	-4	-5	6	-6	0	-3.9
35	CC1CCN(S(=O)(=O)c2ccc3c(c2)C(=NO)c2cc(S(=O)(=O)N4CCC(C)CC4)ccc2-3)CC1	-3.0	19	13	-4	x	-3	9	-1	-1.0
36	CCOC(=O)c1oc2ccccc2c1NC(=O)c1ccc(S(=O)(=O)N2CCCC2)cc1	-3.4	19	-1	0	-9	-3	3	2	-1.0
37	Cc1cc(NC(=O)c2ccccc2)ccc1NC(=O)Cc1ccccc1	-3.4	18	4	-12	-3	4	6	-3	-0.4
38	O=C(NCCc1ccccn1)c1cc(-c2ccccc2Cl)nc2ccccc12	-2.9	-4	-2	-20	-14	1	6	-2	-3.0
39	CCOC(=O)c1sc2nc(C)nc(SCC(=O)NC(C)CCc3ccccc3)c2c1C (configuration not stated)	-1.5	2	5	0	-18	2	-2	-1	-3.1
40	COc1ccc(CC(=O)NC(C)c2nnc(SCC(=O)Nc3nc(C)cs3)n2C)cc1 (configuration not stated)	-4.0	21	5	-22	-14	0	2	4	-2.4
41	CSc1nc(NCCOCCO)c2sc3nc(-c4ccco4)c4c(c3c2n1)CCC4	0.2	46	2	-28	-8	5	30	2	0.9
42	O=C(CN1CCCc2ccccc21)NC(=O)NC1CCCCC1	-1.7	-2	7	-11	9	5	-5	2	-2.7
43	Cc1cc(NC(=O)CN2CCCC(C)C2)n(-c2nc3ccccc3s2)n1 (configuration not stated)	-4.1	-3	1	-2	-6	3	6	x	-5.0
44	O=C(Cc1nnc(NC(=O)Nc2ccccc2F)s1)NCc1ccccc1	-1.1	15	x	-5	4	-3	-11	4	-1.4
45	COCCn1c(SCC(=O)Nc2ccc3c(c2)CCC3)nc2ccccc2c1=O	-2.1	4	3	-5	-8	3	-3	0	-3.8
46	COc1cc(C2(O)CCCCC2C)cc(OC)c1OC (configuration not stated)	-0.5	4	3	-6	-16	-10	0	0	-1.0
47	Cc1cccc(C(=O)OCC(=O)NC(C)CCc2ccccc2)c1 (configuration not stated)	-1.7	-2	2	-29	8	-14	9	5	-0.9
48	COc1ccccc1C1=NOC(Cn2c(NCC3CCCO3)nc3c2c(=O)n(C)c(=O)n3C)C1 (configuration not stated)	-1.7	0	2	-26	-11	-1	5	3	-0.9
49	Cc1cc(NC(=O)CCC(=O)N(C2CC2)C(C(=O)NC(C)(C)C)c2ccccc2Cl)no1 (configuration not stated)	-3.1	11	-1	-37	0	-10	4	-2	-5.3
50	COc1ccc(CN2CCNC(=O)C2CC(=O)N(C)CCC2CCOCC2)cc1OC (configuration not stated)	-0.4	13	5	-17	-2	2	7	0	-0.5
51	COc1cc(Br)ccc1C1CC(=O)C(C)C(c2ccc(Br)cc2OC)N1 (configuration not stated)	-2.7	-2	1	-19	-13	3	-25	2	-1.9
52	COC(=O)CSc1cc([N+](=O)[O-])ccc1NC(=O)OC	-1.8	6	7	0	-2	-6	-6	3	-1.3
53	CN(C)c1nc(-c2ccccn2)nnc1-c1ccccc1	-2.2	10	6	-3	-12	10	-6	-1	0.1
54	CC(C)(C)c1cc(C(=O)NNC(=O)Nc2cccc(Cl)c2)n(Cc2ccccc2)n1	-3.7	-21	-9	-9	-14	6	1	2	-3.5
55	O=c1c2ccc([N+](=O)[O-])cc2ncn1CCOc1cccc(Br)c1	-3.4	7	5	3	1	-1	-4	10	-1.8
56	O=c1c2ccccc2nc(SCc2ccc(F)cc2Cl)n1CCCN1CCOCC1	-1.6	-8	11	-3	-11	-1	-33	-7	-2.0
57	CSc1ccccc1OC1CCN(Cc2ccccc2)CC1	-0.3	9	4	8	-12	-2	-32	-1	-1.4
58	COCC(=O)NC1CC2CCC(C1)N2C(=S)Nc1ccccc1C(=O)OC (configuration not stated)	0.0	8	-4	-7	13	-8	-2	7	-0.7
59	COC(=O)[C@H](Cc1ccccc1)NC(=O)N1CCC(C)CC1	-3.9	3	0	-8	-6	-2	-1	-7	-1.3
